High-throughput results (PubChem BioAssay)
DNMT1 inh = blocks human DNA methyltransferase DNMT1; 360,000 tested, 0.83% active; DNMT1 molecular beacon, Hinp1I cleavage, fluorescence; inhibition (reported as % activation of signal), % at 10 µM; P26358; in the data active means inhibition above about 50%
Scp1 inh = blocks human Scp-1 phosphatase activity. Q9GZU7. Recombinant Scp1, phosphopeptide, malachite green phosphate absorbance. inhibition, % at 20 µM. 340,000 tested, 0.88% active. AID 493091;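 active means inhibition above about 50% at 20 µM, limit read from the data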;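 further: plate controls were DMSO wells with enzyme for no effect and wells lacking enzyme for full effect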
Target sequence (Q9GZU7 76-261 limits assumed): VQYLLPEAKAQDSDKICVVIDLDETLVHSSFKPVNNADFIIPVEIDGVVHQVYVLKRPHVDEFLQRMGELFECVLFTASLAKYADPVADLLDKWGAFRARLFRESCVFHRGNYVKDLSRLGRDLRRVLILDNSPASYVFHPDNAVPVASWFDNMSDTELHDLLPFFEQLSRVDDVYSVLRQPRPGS
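assay system = SCP-1 phosphatase catalytic domain, residues 76-261 | buffer or medium = 50 mM Tris acetate pH 5.5, 0.005% Tween-20, 10 mM MgCl2 | incubation = enzyme reaction 45 min at room temperature, colour 5 min, stabilisation 30 min | signal = Phosphate-binding colour reagent, absorbance read at 630 nm | measure = % inhibition at 20 µM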
LMPTP block = LMPTP (human) inhibition. P24666. recombinant LMPTP-A, OMFP fluorogenic substrate, fluorescence intensity. inhibition, % at 20 µM. 360,000 tested, 0.22% active. AID 651560;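 active means compounds that cut the enzyme signal by at least half of the control window in the single-dose screen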;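 further: plate controls were DMSO wells with enzyme plus substrate for no effect and substrate without enzyme for full effect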
Target sequence (P24666 whole entry, looked up): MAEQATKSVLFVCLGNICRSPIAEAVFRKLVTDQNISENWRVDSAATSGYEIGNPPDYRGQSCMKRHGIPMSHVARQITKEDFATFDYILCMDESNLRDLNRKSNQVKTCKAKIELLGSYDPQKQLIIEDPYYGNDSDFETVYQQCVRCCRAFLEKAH
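Buffer or medium: Bis-Tris pH 6.0, DTT, detergent; Assay system: LMPTP-A enzyme; Quantity: 0.625 nM enzyme; Detection: endpoint fluorescence intensity; Times: 50 min dark incubation at room temperature; Controls: substrate-only low control, DMSO enzyme-plus-substrate high control; Doses: single 20 µM dose; Read-out: percent inhibition versus substrate-only and uninhibited controls; Reagent: 400 µM OMFP.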
Neddylation inh = inhibitors of human cullin neddylation; P61081+Q13564; TR-FRET cullin neddylation, biochemical; calls only at 25 µM; 360,000 tested, 0.58% active; in the data active means inhibition above about 36%
NadD inh = NadD (S. aureus) enzyme inhibition | 360,000 tested, 0.78% active | inhibition, % at 20 µM | purified NadD enzyme, colorimetric absorbance read-out; in the data active means inhibition above about 26%; further: some compounds past the cut are filed as inactive
TbMetRS inhib = Trypanosoma brucei MetRS inhibition; purified T. brucei MetRS, ATP depletion, Kinase-Glo luminescence; inhibition, % at 11.9 µM; 360,000 tested, 0.4% active; AID 624268;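 active means inhibition above a per-plate cutoff of the control wells' mean inhibition plus 3 SD, cut at about 5.5% in these data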;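 further: 0% = DMSO wells median and 100% = median of wells with control inhibitor compound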
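Dosing: 11.9 µM compound single dose, 0.9% DMSO; Assay system: purified T. brucei MetRS enzyme; Measured by: Kinase-Glo luciferase luminescence reporting remaining unconsumed ATP; Schedule: 15 min plus 2 h at 25 °C.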
NRP1-CendR mod = NRP-1/CendR interaction modulation | O14786 | FAM-RPARPAR peptide binding to NRP-1, fluorescence polarization | inhibition, % at 25 µM | 360,000 tested, 0.85% active | AID 602438;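 active means inhibition or corrected inhibition above about 18%, plus a signal ratio from 0.5 to 1.5, limit read from the data, passing the limit was not always enough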; further: strong numbers were not always called active
SKN-1 block = inhibitors of C. elegans SKN-1; inhibition, % at 21.8 µM; 360,000 tested, 0.49% active; C. elegans VP596 Pgst-4::GFP/RFP ratio, acrylamide-induced, 24 h;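 active means interference check ratio from 0.5 to 1.5 plus GFP to RFP signal ratio inhibition reaching or exceeding a fixed threshold, cut at about 30% in these data, passing the limit was not always enough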; further: some compounds called inactive have numbers as strong as hits
STEP inh = STEP (human) phosphatase inhibition; P54829; recombinant STEP, OMFP fluorogenic substrate, fluorescence; inhibition, % at 20 µM; 360,000 tested, 0.25% active; AID 588621;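 active means inhibition at 20 µM, scaled per plate between control wells, above about 37%, limit read from the data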;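 further: 0% = DMSO with enzyme and substrate and 100% = substrate only without enzyme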
Target sequence (P54829 whole entry, looked up): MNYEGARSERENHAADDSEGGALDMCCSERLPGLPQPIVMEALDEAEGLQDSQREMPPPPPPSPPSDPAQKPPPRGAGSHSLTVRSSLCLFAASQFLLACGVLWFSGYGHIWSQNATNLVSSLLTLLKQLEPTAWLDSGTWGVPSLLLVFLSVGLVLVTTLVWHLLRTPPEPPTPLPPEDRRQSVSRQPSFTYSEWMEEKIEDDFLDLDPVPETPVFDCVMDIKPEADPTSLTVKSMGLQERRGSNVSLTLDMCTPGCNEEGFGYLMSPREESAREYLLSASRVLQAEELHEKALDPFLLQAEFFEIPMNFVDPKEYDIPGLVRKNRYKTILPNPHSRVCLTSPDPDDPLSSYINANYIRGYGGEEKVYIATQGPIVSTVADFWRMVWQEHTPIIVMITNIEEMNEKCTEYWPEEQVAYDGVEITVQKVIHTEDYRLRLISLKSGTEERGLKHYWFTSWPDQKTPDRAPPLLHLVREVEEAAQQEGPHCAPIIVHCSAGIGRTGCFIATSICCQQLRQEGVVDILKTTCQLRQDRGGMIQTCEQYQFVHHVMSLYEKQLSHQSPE
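Material: STEP (striatal-enriched tyrosine phosphatase) enzyme, cell-free; Compound dosing: 20 µM single dose in 1% DMSO; Technique: fluorescence read at 480 nm ex / 540 nm em; Times: reaction 20 min, ambient temperature; Medium: 50 mM Bis-Tris pH 6.0 with 2.5 mM DTT and 0.005% Tween 20; Also added: OMFP at 25 µM.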
SUMO1-SIM PPI = alters human SUMO1 binding to SIM partners | SUMO1 binding to a labelled peptide, TR-FRET, 1 h | inhibition, % at 20 µM | AID 602429 | 360,000 tested, 0.33% active | P63165; in the data active means inhibition above about 37%
Target sequence (P63165 whole entry, looked up): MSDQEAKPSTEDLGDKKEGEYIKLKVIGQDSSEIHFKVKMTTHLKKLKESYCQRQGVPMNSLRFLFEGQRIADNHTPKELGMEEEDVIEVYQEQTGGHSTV
Numbers without * were called inactive; i = inactive; · = no result given.

SMILES	DNMT1 inh	Scp1 inh	LMPTP block	Neddylation inh	NadD inh	TbMetRS inhib	NRP1-CendR mod	SKN-1 block	STEP inh	SUMO1-SIM PPI
O=[N+]([O-])c1ccc(NCCCN2CCOCC2)c(Cl)c1	1	-13	-0.5	i	-5	4.3	-17	8	0	-24
COc1cc(C(=O)NCCCCCCNC(=O)c2cc(OC)c(OC)c(OC)c2)cc(OC)c1OC	2	0	-0.7	i	1	-0.2	6	-1	-5	0
C[C@H](CO)N1C[C@H](C)[C@@H](CN(C)S(C)(=O)=O)Oc2ccc(N(C)C)cc2C1=O	3	18	-0.5	i	2	-0.1	-5	10	1	-3
CN(C(=O)COC(=O)c1ccc(C#N)cc1)c1ccccc1	0	-1	0.6	i	-11	-0.4	12	5	0	0
Cc1ccc(CNC(=O)C(Cc2ccccc2)NS(=O)(=O)c2ccc(Br)s2)cc1 (stereo unspecified)	-3	-8	1.0	i	-10	0.5	3	8	-1	1
CCC(C)NCc1ccc(C(=O)OC)o1 (stereo unspecified)	-2	-3	-1.5	i	0	-0.4	7	-6	-4	0
COc1ccc(-n2nc(C(=O)NCC(=O)N3CCN(c4ccccn4)CC3)c3ccccc3c2=O)cc1OC	6	-10	-1.3	i	2	-1.4	-3	4	-1	-7
CC1CN(S(=O)(=O)c2ccc(C(=O)N3CCc4ccccc43)cc2)CC(C)O1 (stereo unspecified)	3	3	0.4	i	-5	0.1	0	0	-3	-3
O=C(Cn1cc(SCc2cccc(Cl)c2)c2ccccc21)N1CCOCC1	-12	-12	1.0	i	-3	-0.9	3	11	-3	0
CCc1ccc(CNC(=O)C2CCC(=O)N(CCc3ccc(Cl)cc3)C2)nc1 (stereo unspecified)	-3	-8	-0.7	i	3	-0.3	11	-1	1	0
Cc1sc2ncnc(SCC(=O)N3c4ccccc4Sc4ccc(Cl)cc43)c2c1C	-1	-12	1.2	i	24	0.4	-2	5	-1	-3
CCC(=O)c1ccc(N2CCN(C(=O)Cc3ccccc3)CC2)c(F)c1	6	-9	-0.5	i	1	-1.1	-7	13	-1	-1
CCc1ccc(-c2nc(NC(=O)c3ccc(OCC(=O)Nc4ccc(F)cc4)c(OC)c3)sc2C)cc1	61*	-5	-1.3	i	20	-0.5	-3	1	1	-12
COc1ccc2c(c1)CCCC2=O	1	2	-3.8	i	0	-0.4	-2	11	-1	6
CCN1CCc2nc(N)oc2CC1	-3	-9	-5.9	i	0	-0.3	-9	7	-1	-2
CSc1ncc(Cl)c(C(=O)Nc2ccccc2Br)n1	8	-8	0.3	i	-8	-0.6	10	5	0	-3
Cc1ccc(OC(=O)c2cccc(C(=O)Oc3ccc(C)cc3)n2)cc1	22	-2	-1.6	i	-1	-0.9	7	-9	-12	0
NC(=O)CC(NC(=O)Cc1ccc(Cl)cc1)c1ccc(NCCN2CCOCC2)c([N+](=O)[O-])c1 (stereo unspecified)	-1	-4	-1.1	i	-8	-0.2	-3	8	1	-21
CC(Sc1nc(-c2ccccc2)nc2c1COC(C)(C)C2)C(=O)N1CCOCC1 (stereo unspecified)	-3	-2	-0.6	i	2	-1.2	3	-31	3	3
COc1cc2[nH]c(=O)n(CCCCCC(=O)NCCCN3CCCC3=O)c(=O)c2cc1OC	0	-10	-0.8	i	2	-1.2	8	-11	1	2
COc1cccc(-c2noc(C(C)n3nc(C)c([N+](=O)[O-])c3C)n2)c1 (stereo unspecified)	-1	-8	0.9	i	-2	-1.0	13	-17	0	2
O=C(COc1ccccc1)N1CCN(S(=O)(=O)c2cccs2)CC1	0	2	0.1	i	-1	-0.6	15	4	-3	-3
CCOC(=O)Nc1ccc2c(c1)C(=NO)c1ccccc1-2	-14	-3	2.8	i	-4	-0.4	9	22	-5	-35
CN(C)S(=O)(=O)c1cccc(COC(=O)CN2C(=O)NC3(CCCC3)C2=O)c1	0	4	-2.1	i	3	0.2	14	11	-1	2
O=C(Cn1c(=O)c2cccn2c2ccccc21)NCCCN1CCCCC1	3	-5	0.5	i	0	-0.3	17	5	-4	3
CCOC(=O)CSc1nc2ccccc2n2cnnc12	1	-1	0.5	i	3	-0.2	2	9	-4	-8
Cc1cc(/C=C(\C#N)C(=O)N2CCOCC2)c(C)n1C1CCCC1	0	36	-1.7	i	6	0.4	2	0	0	-7
O=C(C1CC1c1ccccc1)N1CCOCC1 (stereo unspecified)	1	-5	-0.8	i	0	-1.4	-4	-11	-2	-2
COc1ccc(CN2CCNC(=O)C2CC(=O)N(C)Cc2ccncn2)c(OC)c1 (stereo unspecified)	-8	-11	0.5	i	0	0.2	-6	1	1	2
O=C(CCC(=O)N(CC(=O)NC1CCCC1)c1ccc(F)cc1)Nc1nccs1	1	6	-1.2	i	-12	-0.2	8	-10	3	7
COc1ccccc1CNC(=O)c1ccc(NS(=O)(=O)c2c(C)noc2C)cc1	8	-5	0.2	i	-9	-0.6	9	25	-1	0
CCOc1ccc(CC(=O)OCN2C(=O)c3ccccc3C2=O)cc1	-3	-9	1.5	i	-12	-0.2	3	3	2	-8
O=C(C[n+]1ccc(C(=O)NCCCO)cc1)c1cccc(Br)c1	-8	-3	-3.6	i	-3	-0.1	4	2	5	-29
CC(=O)c1c(C)oc2ccc(OCc3ccccc3)cc12	-9	-13	2.5	i	-9	1.9	-4	24	1	3
CCC1CCCCN1C(=O)COC(=O)c1cc(Br)ccc1Cl (stereo unspecified)	-1	4	-0.6	i	-15	-1.0	7	12	-2	-4
COC(=O)C[C@H]1C[C@H]2c3cc(NC(=O)CC4CC4)ccc3O[C@H]2[C@H](CO)O1	6	·	0.1	i	-5	-1.6	2	-9	5	4
O=C(O)c1ccc(COc2ccccc2C=C2C(=O)c3ccccc3C2=O)cc1	0	68*	0.5	i	16	0.0	-35	-1	4	19
O=C(c1ccc(=O)[nH]c1)N1CCCc2ccccc21	0	-4	2.7	i	-6	-0.9	4	-6	-2	2
Cc1cc(C)c2nc(N3CCCC(C(=O)NC4CCCC4)C3)sc2c1 (stereo unspecified)	4	-9	2.1	i	1	0.0	-1	14	2	2
O=C(NC1=NCCS1)c1ccc(F)c(S(=O)(=O)N2CCOCC2)c1	5	4	-0.5	i	-1	-0.5	2	-7	0	0
Nc1cccc(S(=O)(=O)NC2=NCCC2)c1	3	0	0.2	i	3	-0.4	-6	-2	-4	0
O=C(OCC(=O)N1CCN(C(=O)c2ccco2)CC1)c1ccc(Cl)cc1	2	-6	-0.8	i	4	-0.2	-7	1	0	1
O=C1c2ccsc2SCCN1Cc1ccccc1	11	0	1.0	i	-7	-0.6	4	4	-2	0
Cc1ccc(NC(=S)NC(NC(=O)C(C)(C)C)C(Cl)(Cl)Cl)c(C)c1 (stereo unspecified)	-1	-4	0.0	i	-2	-0.9	21	6	1	2
CCC(C)(C)NC(=O)Cc1ccc(C)cc1	-1	-5	-0.9	i	-1	0.0	-9	11	10	3
COc1ccc(P(=O)(COc2ccc([N+](=O)[O-])cc2)c2ccc(OC)cc2)cc1	4	-1	0.1	i	-2	-0.2	-10	9	2	-15
O=C(NC1CCCCC1)c1cc(C2CC2)on1	2	-7	-1.3	i	-6	-0.8	-9	-2	2	12
Cc1cc(C)cc(OCCCn2ccnc2)c1	9	-1	-1.1	i	0	-0.4	27*	4	0	3
Cc1sc2nc3ccc(N4CCCC4)nn3c(=O)c2c1C	0	0	-0.3	·	6	-0.5	-11	6	5	7
COc1cccc(CN2CCN(Cc3nc4c(s3)CCCC4)CC2CCO)c1 (stereo unspecified)	-5	-6	-1.7	i	2	-0.7	0	10	-1	0
Later entries.
SMILES	DNMT1 inh	Scp1 inh	LMPTP block	Neddylation inh	NadD inh	TbMetRS inhib	NRP1-CendR mod	SKN-1 block	STEP inh	SUMO1-SIM PPI
CC(=O)Nc1ccc(NC(=O)CSc2nnc(NC(=O)c3ccco3)s2)cc1	-1	-5	0.4	i	-2	-0.3	8	-12	0	12
COc1cccc2sc(Nc3nc(-c4ccncc4)cs3)nc12	-5	2	-0.2	i	14	0.1	-16	0	0	2
O=C(NC(=S)Nc1ccc(Cl)cn1)c1cc([N+](=O)[O-])ccc1N1CCOCC1	-2	-2	0.6	i	-2	-0.7	6	-4	2	-21
COc1ccc2[nH]c(=O)c(C3c4cc(OC)c(OC)cc4CCN3C(=O)c3ccco3)cc2c1 (stereo unspecified)	1	-3	0.0	i	2	-0.3	-3	10	1	0
Cc1ccc(C(=O)CSc2nc(C)cc(SCc3nnc(-c4ccccc4)o3)n2)cc1	-2	-17	-0.1	i	-2	-0.3	0	1	-4	-1
COc1cc(C)c(C(=O)Oc2cc(C)c(C(=O)O)c(O)c2C)c(OC)c1C	-6	4	-0.3	i	-1	-0.3	-20	23	0	16
CC(C)(C#N)N([O-])C=C[N+](=O)C(C)(C)C#N	-4	-1	-0.5	i	-4	1.5	-8	9	-2	1
O=C(NCc1ccc(F)cc1)c1ccc(NC(=O)C2CCCO2)cc1 (stereo unspecified)	0	-6	-1.7	i	0	-1.1	1	-17	-4	3
COc1ccc(-c2[nH]ncc2CNC(C)c2cn(C)nc2C)c(F)c1 (stereo unspecified)	-1	1	2.4	i	2	0.0	8	8	-2	-3
O=C(Cc1ccccc1)N1CCCC(c2nc(-c3ccc(S(=O)(=O)N4CCCC4)cc3)no2)C1 (stereo unspecified)	0	-16	0.7	i	3	-0.3	5	11	0	1
Cc1ccc(S(=O)(=O)N(C(=N)N)c2nc(N(C)C)nc(N(C)C)n2)cc1	-1	·	0.1	i	-4	-0.8	18	3	1	5
Cc1c(Br)c(O)c(Br)c(O)c1/C=N/n1c(-c2ccccc2)n[nH]c1=S	1	90*	-0.5	i	1	-0.8	-56	1	1	11

An excerpt of these results, with values ahead of the structure:
DNMT1 inh | Scp1 inh | LMPTP block | Neddylation inh | NadD inh | TbMetRS inhib | NRP1-CendR mod | SKN-1 block | STEP inh | SUMO1-SIM PPI | SMILES
6 | -9 | -0.5 | i | 1 | -1.1 | -7 | 13 | -1 | -1 | CCC(=O)c1ccc(N2CCN(C(=O)Cc3ccccc3)CC2)c(F)c1
61* | -5 | -1.3 | i | 20 | -0.5 | -3 | 1 | 1 | -12 | CCc1ccc(-c2nc(NC(=O)c3ccc(OCC(=O)Nc4ccc(F)cc4)c(OC)c3)sc2C)cc1
1 | 2 | -3.8 | i | 0 | -0.4 | -2 | 11 | -1 | 6 | COc1ccc2c(c1)CCCC2=O
-3 | -9 | -5.9 | i | 0 | -0.3 | -9 | 7 | -1 | -2 | CCN1CCc2nc(N)oc2CC1
8 | -8 | 0.3 | i | -8 | -0.6 | 10 | 5 | 0 | -3 | CSc1ncc(Cl)c(C(=O)Nc2ccccc2Br)n1
